hIAP act: human IAP activation. P09923. purified human IAP, CDP-Star luminescence, 30 min; active compounds read high; 1 = vehicle-only enzyme, 0 = enzyme-free background. activation factor at 10 µM. 330,000 tested, 0.16% active. AID 2524;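 active = activation factor of the enzyme at least 2-fold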; note: the source names both 10 and 20 µM as test concentration; values of inactives mirror those of a sister screen read the other way
PfG6PD inh: PfG6PD (Plasmodium falciparum) enzyme inhibition; PfGluPho enzyme, NADPH resazurin-diaphorase fluorescence; inhibition, % at 20 µM; 350,000 tested, 0.78% active;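 active = inhibition reaching at least a set limit at 20 µM in the primary screen, cut at about 59% in these data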;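 note: 0% = DMSO wells with substrate and 100% = DMSO wells lacking glucose-6-phosphate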
HKDC1 inh: inhibitors of human hexokinase HKDC1 | Q2TB90 | recombinant HKDC1, G6PDH/diaphorase resazurin coupled fluorescence | inhibition, % at 20 µM | 340,000 tested, 0.16% active;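 active = inhibition above about 35% when tested at 20 µM, limit read from the data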;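 note: plate controls were DMSO wells with enzyme for no effect and DMSO wells lacking enzyme for full effect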
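Assay system – recombinant HKDC1 (HK5) hexokinase enzyme, produced in-house · Input – HKDC1 at 5 µg/mL · Reagent – glucose plus 1 mM ATP as hexokinase substrates · Timing – 90 min reaction incubation at room temperature, dark · Measured by – G6PDH/diaphorase-coupled fluorescence, 1 mM NADP, 100 µM resazurin, 525/613 nm · Benchmarks – DMSO-enzyme wells negative, buffer-substituted wells positive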
mIAP inh: blocks mouse intestinal alkaline phosphatase; purified mouse IAP, CDP-Star luminescence, 30 min; inhibition, % at 10 µM; 330,000 tested, 0.2% active;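 active = inhibition of at least 40% at 10 µM in the primary screen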;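 note: plate controls were DMSO with enzyme for no effect and no enzyme wells for full effect; values of inactives mirror those of a sister screen read the other way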
A3A deaminase: inhibitors of human APOBEC3A DNA deaminase | inhibition, % at 20 µM | P31941 | 330,000 tested, 0.41% active | recombinant A3A, FAM/TAMRA ssDNA deamination fluorescence;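 active = at least 40% inhibition at 20 µM here, with at most 30% in a related deaminase screen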;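 note: plate controls were A3A with DMSO for no effect and wells lacking A3A enzyme for full effect; some results filed as inactive read as strong as hits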
Target sequence (P31941 whole entry, looked up): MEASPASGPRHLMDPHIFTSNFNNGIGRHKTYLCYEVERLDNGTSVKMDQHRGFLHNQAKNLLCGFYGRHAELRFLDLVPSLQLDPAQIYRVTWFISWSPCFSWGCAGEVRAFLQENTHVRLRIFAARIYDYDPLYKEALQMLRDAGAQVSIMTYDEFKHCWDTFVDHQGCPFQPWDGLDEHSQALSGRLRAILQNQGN
ATG4B inhibitor: inhibitors of human ATG4B cysteine protease | Q9Y4P1 | ATG4B cleavage of LC3-PLA2, NBD-HPC fluorescence, 1 h | inhibition, % at 8.33 µM | 340,000 tested, 0.51% active; in the data active = inhibition above about 40%
Target sequence (Q9Y4P1 whole entry, looked up): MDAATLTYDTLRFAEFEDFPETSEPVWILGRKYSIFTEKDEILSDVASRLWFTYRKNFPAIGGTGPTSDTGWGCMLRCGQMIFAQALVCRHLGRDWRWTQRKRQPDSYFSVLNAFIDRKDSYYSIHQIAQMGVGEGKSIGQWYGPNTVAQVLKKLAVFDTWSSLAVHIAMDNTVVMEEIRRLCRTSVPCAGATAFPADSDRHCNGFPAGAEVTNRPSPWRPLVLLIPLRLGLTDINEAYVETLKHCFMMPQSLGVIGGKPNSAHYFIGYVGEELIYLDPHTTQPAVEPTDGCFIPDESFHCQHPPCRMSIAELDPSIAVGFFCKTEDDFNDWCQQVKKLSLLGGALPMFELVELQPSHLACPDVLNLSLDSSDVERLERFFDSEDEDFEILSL
hIAP inh: blocks human intestinal alkaline phosphatase. 330,000 tested, 0.12% active. purified IAP, CDP-Star luminescence, 30 min. inhibition, % at 10 µM;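 active = inhibition reaching a set limit with compound at 10 µM in the primary screen, cut at about 35% in these data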;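 note: plate controls were DMSO wells with enzyme for no effect and no-enzyme buffer wells for full effect; values of inactives mirror those of a sister screen read the other way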
mIAP activ: increases mouse intestinal alkaline phosphatase activity; muIAP, CDP-Star luminescence, 30 min; active compounds read high; 1 = vehicle-only enzyme signal, 0 = enzyme-free wells; 330,000 tested, 0.24% active; AID 2805; activation factor at 10 µM;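 active = activation factor of at least 2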; note: the source names both 10 and 20 µM as test concentration; values of inactives mirror those of a sister screen read the other way
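Assay system: mouse IAP enzyme; reagent: chemiluminescent substrate CDP-Star; dosing: test compounds delivered from DMSO solution; schedule: 30 min at room temperature; measured by: luminescence from enzymatic CDP-Star hydrolysis; controls: DMSO-only wells and no-enzyme negative control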
An asterisk follows results filed as active; . = not tested or not shown.

SMILES	hIAP act	PfG6PD inh	HKDC1 inh	mIAP inh	A3A deaminase	ATG4B inhibitor	hIAP inh	mIAP activ
Nc1nnc(SCCCC(=O)c2ccc(Br)cc2)s1	1.2	6	-5	5	-4	2	-16	0.95
CC(=O)Nc1ccc(NC(=O)Cc2sc(C)nc2-c2ccc(C)cc2)cc1	0.9	-7	-6	-4	26	3	10	1
N#CC1(CCCN2CCCCC2)c2ccccc2CCc2ccccc21	1.1	-6	-12	2	2	-1	-8	0.98
CC1CC(C#N)N(N(C)C)C1=C(C#N)C#N (stereo not given)	0.86	-1	-8	9	-1	-9	14	0.91
O=C(CN1CCOCC1)N/N=C/c1ccco1	0.97	-7	-9	5	2	-4	3	0.95
Cc1cccc(N2CCN(C(=O)C3CCN(S(=O)(=O)c4cccc5nsnc45)CC3)CC2C)c1 (stereo not given)	1.1	-7	0	-4	-5	-13	-7	1
Cn1c(CCNC(=O)C(C)(C)C)nc2ccccc21	0.99	4	-4	5	1	-8	1	0.95
CCCCn1c(SCC(=O)NCc2ccc3c(c2)OCO3)nnc1C(CC)N(C)C (stereo not given)	0.92	5	-4	4	0	-8	8	0.96
C/C(=N\NC(=O)c1cc(C)nc2ccccc12)c1ccco1	1.1	8	17	8	4	1	-8	0.92
CC1(C)CC(=O)C(C(=S)Nc2ccccc2)=C(NC2CC(C)(C)NC(C)(C)C2)C1	1.2	-9	-8	10	-3	2	-18	0.9
CCOc1ccc(NC(=O)Nc2ccc(Cc3ccncc3)cc2)cc1	1.5	-3	-5	-77	2	11	-51	1.8
Cc1nc(Nc2cccc(O)c2)c2c3c(sc2n1)CCC3	1.2	9	-2	-1	-8	11	-18	1
COc1cccc(C=Nc2ccccc2C#N)c1O	0.93	11	-2	7	-2	21	7	0.93
CN(CC(=O)Nc1ccc(F)cc1)C(=O)c1cccc(NS(=O)(=O)c2ccccc2)c1	1	4	-2	3	-3	-46	-1	0.97
CCCCS/C(=C(/C#N)C(N)=O)c1cc2c([nH]1)CCCC2	0.75	27	1	7	3	-2	25	0.93
Cc1ccccc1-c1cc(C(=O)Nc2sc(C(=O)OC(C)C)c(C)c2C#N)c2ccccc2n1	0.94	25	-1	29	-2	15	6	0.71
Nc1ncnc(SCc2c(F)cccc2Cl)n1	1.1	-12	3	-6	-5	7	-6	1.1
COc1cccc(-n2c(CN3CCN(c4ccccn4)CC3)nc3ccc([N+](=O)[O-])cc3c2=O)c1	0.94	35	-3	7	-1	-3	6	0.93
O=C(CCCCC(=O)NNC(=O)COc1ccccc1)NNC(=O)COc1ccccc1	2.5*	10	-8	16	3	-6	-151	0.84
CC1CCc2c(sc(NC(=O)CCc3nc4ccccc4c(=O)[nH]3)c2C#N)C1 (stereo not given)	1.1	8	0	12	3	-2	-14	0.88
CSc1ccccc1C(=O)NCCSC(C)(C)C	0.89	-10	-7	-1	0	1	11	1
Cc1ccc2[nH]c(=O)c(CN(C(=O)c3cccs3)c3ccccc3)cc2c1	0.87	26	-5	3	-4	-1	13	0.97
CCn1cc(SCC(=O)N2CCc3ccccc32)c2ccccc21	1	58	6	13	1	7	-2	0.87
O=C(c1cc(COc2ccc(F)c(F)c2)on1)N1CCN(C2CCCCC2)C(=O)C1	1.5	20	0	-3	-5	-9	-53	1
COc1cc2c(cc1OC)C(COc1ccccc1OC)N(C(=O)C(C)(C)C)CC2 (stereo not given)	0.97	-15	1	5	-3	-1	3	0.95
COc1ccc(CCC(C)N2CCOCC2)cc1 (stereo not given)	1.1	-15	-3	6	-4	1	-6	0.94
S=C1NCN(C2CCCCC2)CN1CCc1ccccc1	0.93	-6	-5	2	-4	7	7	0.98
Cc1ccc2oc(=O)c3cnn(CC(=O)N4CCc5ccccc5C4)c3c2c1	0.87	-49	-40	4	-4	5	13	0.95
CCn1c(SCC(=O)N/N=C/c2ccc(OC)c(OC)c2)nc2ccccc21	0.96	-15	11	-1	1	-3	4	1
Cn1c(SCC(=O)N/N=C/c2ccco2)nc2ccccc21	1	28	2	-14	2	8	-1	1.1
COc1ccc(C(=O)OCC(=O)Nc2ccc3[nH]c(=O)[nH]c3c2)cc1	1.3	-6	5	-1	10	1	-33	1
C=CCn1c(SCC(=O)NCc2ccco2)nc2ccccc2c1=O	0.98	-4	-7	-10	3	2	2	1.1
COc1ccc2c(=O)c(N3C(=O)c4ccccc4C3=O)c(C)oc2c1	0.97	-8	0	1	-2	-8	3	0.99
CC(=O)Nc1ccc(NC(=O)C(C)OC(=O)CCCc2c[nH]c3ccccc23)cc1 (stereo not given)	1	0	-2	-5	0	1	0	1
COc1ccc(OCC(=O)Nc2cc(-c3nn(C)c(=O)c4ccccc34)ccc2OC)cc1	1	-6	0	6	1	-11	0	0.94
COCCn1c(SCc2cc(=O)n3cc(C)ccc3n2)nc2ccccc2c1=O	0.9	.	.	7	2	.	10	0.93
CN(C)C(=O)COc1ccc2c3c(c(=O)oc2c1)CCCC3	1	-7	4	-12	0	-1	-4	1.1
CCc1ccc(C(=O)Nc2nc(C)cs2)s1	1.1	37	3	3	-4	5	-5	0.97
O=C(CN1CCN(c2ccccn2)CC1)NCCc1ccccc1	1.1	-6	-6	1	-2	-6	-14	0.99
CCCCC(=O)NC(=S)Nc1cccc(NC(=O)c2ccccc2)c1	1.1	11	-1	0	-2	6	-11	1
O=C(O)C1=C[C@@H](c2coc3ccccc3c2=O)C[C@@H](OCc2ccc(CO)cc2)O1	0.98	-12	1	-10	6	-5	2	1.1
Cc1ccccc1OCCNC(=O)/C=C/c1ccccc1	0.93	8	-9	-6	0	-9	7	1.1
CCOC(CCNC(=O)c1cn(CCOC)c(=O)c2c1c1ccccc1n2C)OCC	1	6	5	-1	-1	-16	-2	1
CCOC(=O)c1cnc(-n2nc(C)cc2C)nc1NNc1ncc(-c2ccccc2)cn1	1.8	-12	-6	24	-3	-3	-77	0.76
COc1ccc(NC(=O)c2cccc(N3C(=O)c4ccc(C(=O)Nc5ccc(OC)c(O)c5)cc4C3=O)c2)cc1O	1.1	20	1	2	3	0	-10	0.98
COCCCNS(=O)(=O)c1ccc2[nH]c(=O)[nH]c2c1	0.95	5	1	5	0	-1	5	0.95
CN(c1ccc(C(=O)NCCSCc2ccco2)cc1)S(C)(=O)=O	1	24	-5	-8	-3	-9	-2	1.1
CC(C)c1ccc(C(=O)CSc2ncn[nH]2)cc1	1	28	-2	6	-5	-3	-3	0.94

Four entries drawn at random from those above, as already listed:
SMILES	hIAP act	PfG6PD inh	HKDC1 inh	mIAP inh	A3A deaminase	ATG4B inhibitor	hIAP inh	mIAP activ
COCCCNS(=O)(=O)c1ccc2[nH]c(=O)[nH]c2c1	0.95	5	1	5	0	-1	5	0.95
CCCCC(=O)NC(=S)Nc1cccc(NC(=O)c2ccccc2)c1	1.1	11	-1	0	-2	6	-11	1
CCOC(=O)c1cnc(-n2nc(C)cc2C)nc1NNc1ncc(-c2ccccc2)cn1	1.8	-12	-6	24	-3	-3	-77	0.76
CCOC(CCNC(=O)c1cn(CCOC)c(=O)c2c1c1ccccc1n2C)OCC	1	6	5	-1	-1	-16	-2	1

Following part
SMILES	hIAP act	PfG6PD inh	HKDC1 inh	mIAP inh	A3A deaminase	ATG4B inhibitor	hIAP inh	mIAP activ
O=S(=O)(c1ccc(Cl)cc1)c1cnc2ccccc2n1	0.93	4	-10	6	-1	-8	7	0.94
O=C(/C=C/c1ccc(F)cc1)N1CCCN(C(=O)/C=C/c2ccc(F)cc2)CC1	0.98	-4	-4	4	-3	-2	2	0.96
CCN1CCN(S(=O)(=O)c2ccc(Cl)c(C(=O)N(C)Cc3ccc(F)cc3)c2)CC1	1.1	4	-5	8	-4	-6	-5	0.92
CCOC(=O)c1c(NC(=O)c2ccc(N3C(=O)[C@@H]4[C@H](C3=O)[C@H]3C=C[C@@H]4C3)cc2)sc2c1CCCC2	1.1	5	-3	4	3	-9	-9	0.96
CCOc1cc(/C=N/NC(=O)CSc2nncn2C)ccc1OC(=O)c1ccc(Cl)cc1	0.97	7	-11	8	1	-17	3	0.92
Cc1ccc(-c2nnc(-c3ccncc3)n2-c2ccc(C)cc2)cc1	0.99	6	8	6	1	-3	1	0.94
O=C(NCc1cccnc1)/C(=N\O)c1ccccc1	1	3	2	-12	0	-4	-4	1.1
CC(C)(C)NC(=O)NC(=O)COC(=O)Cc1ccc(Cl)cc1Cl	0.95	2	4	0	0	2	4	1
CN1CCN(S(=O)(=O)c2cccc(C(=O)Nc3sccc3C#N)c2)CC1	1.1	13	4	6	0	-47	-14	0.94
CCCCSCCCNC(=O)Nc1ccc(C)c(C)c1	1.3	-8	5	-173	-1	14	-28	2.7*
CCc1ccc(NC(=O)C(=O)N/N=C(\C)CC(=O)Nc2ccc(OC)cc2)cc1	1.2	-4	-6	3	2	-5	-15	0.97
CCOc1cc(C(=O)Nc2ccc(F)cc2)cc(Br)c1OC	0.97	38	1	-12	-2	11	3	1.1
NCCC(=O)N1c2ccccc2Sc2ccc(Cl)cc21	1.1	4	-2	-1	5	2	-6	1
O=C(N/N=C/c1ccc(O)cc1)c1csc2c1CCCC2	0.94	23	13	-12	2	-3	6	1.1
O=C(Nc1nnc(COc2ccc(F)cc2)s1)Nc1ccccc1F	1.2	10	-8	-5	4	-5	-18	1.1
Cc1cc(C)nc(SCCc2ccncc2)n1	1.1	42	-3	13	-1	-7	-5	0.87
CC(C)C[C@H](NC(=O)[C@@H]1Cc2ccccc2CN1)C(=O)Nc1ccc(C(C)C)cc1	1.1	-1	5	-16	-3	3	-12	1.2
N#CCCN(C(=O)COC(=O)C12CC3CC(CC(O)(C3)C1)C2)c1ccc(F)cc1	0.99	-14	-6	-11	-3	5	1	1.1
CCC(C)NCCOCCOc1ccc(Br)cc1 (stereo not given)	1.3	-7	-7	-4	-3	4	-27	1
Cc1cccc(C)c1N(CC(O)Cn1c2ccccc2c2ccccc21)S(C)(=O)=O (stereo not given)	0.89	9	-2	-2	5	-9	11	1
O=C(COC(=O)[C@@H]1CC(O)CN1S(=O)(=O)c1ccc(Cl)cc1)NC(=O)NCc1ccccc1 (stereo not given in full)	0.99	-1	1	0	20	-5	1	1
CC(=O)Nc1ccc(S(=O)(=O)NC2(C(F)(F)F)NC(=O)N(c3ccccc3F)C2=O)cc1 (stereo not given)	1.1	6	-12	-2	-1	-7	-6	1
Cc1c(C#N)c(N)c(C(=O)c2ccccc2)n1Cc1ccccc1	1.2	8	-4	6	2	10	-17	0.94
CCCc1ccc2oc(C(=O)NCCc3nc(C(=O)OCC)cs3)c(C)c2c1	0.92	20	-11	9	-4	-8	8	0.91
CCN(Cc1ccccc1)C(=O)C(C)OC(=O)c1cc(S(=O)(=O)Nc2c(C)n(C)n(-c3ccccc3)c2=O)ccc1C (stereo not given)	1.1	-32	13	6	18	-4	-5	0.94
CCC(=O)Nc1ccc(S(=O)(=O)N2CCOCC2)cc1	0.87	-12	9	5	-7	-7	13	0.95
COc1cccc2cc(C(C)N(CCCN3CCOCC3)C(=S)Nc3cc(C)cc(C)c3)oc12 (stereo not given)	1.1	18	0	8	7	31	-8	0.92
CC(=O)Nc1ccc(Sc2ccccc2C(=O)N2CCCC2)cn1	1.1	-15	0	4	1	-5	-12	0.96
Brc1cnc2ccccc2c1N1CCCCC1	0.93	6	1	0	0	-2	7	1
CCCCONc1ncnc2nonc12	1.2	-14	-2	7	0	34	-20	0.93
